Assay outcomes (PubChem)
Hsp70 act = transcriptional activators of Hsp70; activation, % at 10 µM; 0.04% of 200,000 active; HeLa Hsp70 promoter luciferase reporter, luminescence; scaled: vehicle 0, proteasome-inhibitor control 100%;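 active = activation above the mean across all tested compounds plus 3 SD, cutoff set per campaign, cut at about 5.5% in these data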;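 also: 100% = MG132 at 30 µM as the positive control and 0% = DMSO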
L major viab = reduces viability of Leishmania major promastigotes; resazurin fluorescence viability; AID 1063; inhibition, % at 10 µM; 9% of 200,000 active; in the data active = inhibition above about 50%;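 also: promastigotes grown with compound for 44 hours at 28 °C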
S1P3 antag = S1P3 (human) receptor antagonism. CHO S1P3 NFAT-BLA reporter, FRET fluorescence, antagonist mode. inhibition, % at 4.98 µM. Q99500. 0.27% of 170,000 active;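 active = inhibition above the plate cutoff, the mean inhibition of test wells on that plate plus 3 SD, cut at about 28% in these data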;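 also: cells challenged with S1P at its EC80 of 0.8 µM; blue over green emission ratio from cleaved BLA substrate after 4 h stimulation; 0% = S1P-stimulated wells and 100% = unstimulated DMSO-only wells; some compounds past the cut are filed as inactive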
Target sequence (Q99500 whole entry, looked up): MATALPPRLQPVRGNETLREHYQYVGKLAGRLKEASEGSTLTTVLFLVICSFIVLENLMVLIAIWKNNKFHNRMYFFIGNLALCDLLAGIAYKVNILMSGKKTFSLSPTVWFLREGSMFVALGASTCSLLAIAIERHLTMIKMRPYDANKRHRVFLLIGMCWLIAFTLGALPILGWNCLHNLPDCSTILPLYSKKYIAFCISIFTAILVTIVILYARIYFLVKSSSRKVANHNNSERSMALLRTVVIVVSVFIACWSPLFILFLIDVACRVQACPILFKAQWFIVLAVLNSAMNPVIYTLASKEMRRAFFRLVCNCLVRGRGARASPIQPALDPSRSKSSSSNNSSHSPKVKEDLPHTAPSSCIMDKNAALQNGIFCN
Efa HMGR inh = blocks class II HMG-CoA reductase of Enterococcus faecalis; 0.41% of 190,000 active; purified E. faecalis HMGR, NADPH absorbance 340 nm kinetic; inhibition, % at 10 µM; AID 1066;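 active = inhibition above a set limit, the median over all tested compounds plus 3 SD, cut at about 9.5% in these data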;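 also: enzyme runs in reverse so mevalonate oxidation gives rising NADPH absorbance; 0% = complete reaction with DMSO and 100% = background rate lacking mevalonate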
PMI act satM6P = increases human PMI activity with near-saturating mannose 6-phosphate; P34949; coupled PMI enzyme assay, resazurin fluorescence, 20 min; stronger effect = higher value; 1 = untreated enzyme, 0 = substrate-free blank; activation factor at 20 µM; 0.34% of 190,000 active; AID 1216;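 active = activation factor of 2 or more at 20 µM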
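Material: human phosphomannose isomerase with PGI, G6PDH, diaphorase coupling enzymes / Reagent: Man-6-P substrate 1.0 mM / Dosing: single compound dose of 20 µM, 1% DMSO final / Incubation: enzyme reaction with compound 20 min at room temperature / Signal: resorufin fluorescence (Ex 544/Em 590 nm) from resazurin via diaphorase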
PMI act = phosphomannose isomerase (human) activation. P34949. purified human PMI, coupled resazurin fluorescence, 20 min; stronger effect = higher value; 1 = vehicle control, 0 substrate-free wells. activation factor at 20 µM. 0.005% of 190,000 active;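 active = activation factor of 2 or more at 20 µM, relative to plate controls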
RAM inhibit = blocks the yeast RAM network | S. cerevisiae dse1pr::URA3 reporter, 5-FOA growth OD615, 2 d; analog-sensitive cbk1-as2 kinase mutant strain | inhibition, % at 50 µM | 1.8% of 190,000 active;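 active = inhibition above a set limit, 3 SD over mean compound inhibition, cut at about 8.4% in these data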;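 also: 0% = DMSO-only wells with no growth and 100% = 10 µM 1-NA-PP1 full growth; inhibition rescues growth on 5-FOA so higher OD means more RAM inhibition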
Redox H2O2 prof = compounds producing H2O2 with reducing agent – biochemical, NIH compound library profiling, artefact control for MLSCN library redox annotation, primary screen; DTT-dependent redox cycling H2O2, phenol red/HRP absorbance; 100% = 100 µM peroxide control, 0% = buffer; activation, % at 10 µM; 0.03% of 200,000 active; AID 878;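 active = activation of at least 50% relative to the plate's high and low controls in the primary single-dose screen; inactive = activation below 50%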;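 also: compound incubated with DTT at 0.8 mM final as the reducing agent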
TNAP inh noacc = blocks human TNAP activity with no phosphate acceptor present; P05186; purified TNAP, CDP-star luminescence, 30 min; inhibition, % at 20 µM; 0.26% of 200,000 active;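 active = tissue-nonspecific alkaline phosphatase inhibition above about 50% at 20 µM in the single-dose screen, limit read from the data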;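 also: 0% = DMSO negative control and 100% = EDTA positive control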
Target sequence (P05186 whole entry, looked up): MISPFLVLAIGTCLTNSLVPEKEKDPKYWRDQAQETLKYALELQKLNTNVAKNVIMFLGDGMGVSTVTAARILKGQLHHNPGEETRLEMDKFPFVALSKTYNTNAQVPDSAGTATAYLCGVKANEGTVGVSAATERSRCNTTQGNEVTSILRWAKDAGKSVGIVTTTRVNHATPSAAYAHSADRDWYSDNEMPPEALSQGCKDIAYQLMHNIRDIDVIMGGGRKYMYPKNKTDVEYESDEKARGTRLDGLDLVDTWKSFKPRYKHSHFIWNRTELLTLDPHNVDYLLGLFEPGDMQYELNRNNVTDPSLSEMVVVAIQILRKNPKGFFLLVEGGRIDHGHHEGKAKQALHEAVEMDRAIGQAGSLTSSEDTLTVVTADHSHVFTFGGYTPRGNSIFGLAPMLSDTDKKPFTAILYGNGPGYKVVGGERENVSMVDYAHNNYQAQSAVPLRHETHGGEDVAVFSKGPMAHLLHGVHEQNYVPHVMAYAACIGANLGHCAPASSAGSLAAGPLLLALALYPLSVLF
TNAP inh hiacc = inhibitors of human TNAP at high phosphate acceptor concentration; P05186; purified TNAP, CDP-star luminescence, 1 M DEA; inhibition, % at 20 µM; 0.03% of 200,000 active; AID 1135;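 active = over 50% inhibition of tissue-nonspecific alkaline phosphatase at 20 µM in the single-dose screen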;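 also: plate controls were DMSO wells for no effect and EDTA-quenched wells as full inhibition for full effect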
An asterisk follows results filed as active; . = no result given.

SMILES	Hsp70 act	L major viab	S1P3 antag	Efa HMGR inh	PMI act satM6P	PMI act	RAM inhibit	Redox H2O2 prof	TNAP inh noacc	TNAP inh hiacc
CC(C)c1ccc(C(=O)NCCCN(C)C)cc1	-0.2	-4.0	-5.4	2.7	1	1	0.8	-0.4	-5.8	-3.9
COc1ccccc1N1CCN(C(=O)c2cccc(Oc3ccccc3)c2)CC1	0.0	5.9	3.4	-1.6	1	1	0.6	-1.9	-9.4	-7.8
COc1ccccc1CNC(=O)Cn1cc2c(n1)CCCC2	-0.5	-8.6	-3.9	-7.8	0.9	1	-0.3	-1.4	-12.2	-1.0
Cc1cccc[n+]1CC(=O)c1ccc2c(c1)OCCO2	-0.5	-2.5	-9.8	-2.3	1.1	1.1	0.5	0.5	-17.5	-0.7
CCOC(=O)C(Cc1ccccc1)C(=O)Nc1ccc(NC(=O)C(Cc2ccccc2)C(=O)OCC)cc1 (stereo unspecified)	-0.2	-5.4	3.6	0.5	1.1	1	4.4	0.8	-8.3	-5.2
CCC(=O)Nc1ccc2c(c1)nc(CN1CCCCC1)n2C	-0.2	-4.6	-1.1	15.1*	0.8	0.9	0.6	-0.8	-3.9	-3.9
Cc1ccc(C)c(NC(=O)Cc2coc3cc4c(cc23)CCC4)c1	0.5	0.0	15.3	-2.2	1	0.9	3.6	0.7	-12.1	-5.3
O=C(c1cccs1)N1CCN(C2CCN(Cc3ccccc3)CC2)CC1	-0.4	90.9*	19.0	1.5	0.9	0.9	1.9	-0.5	-10.1	-2.7
CCOC(=O)Cc1c(Cl)c2ccccc2[nH]c1=O	0.1	-0.9	-4.9	-0.4	0.9	1	0.2	-0.6	-6.4	-3.1
CC(C)(C)c1ccc(/C=C/C(=O)Nc2nncs2)cc1	0.2	-6.8	-3.4	-2.3	0.9	0.9	4.7	-0.4	-10.7	3.9
N#CC1=C(N)Oc2cc(O)ccc2C1c1ccncc1 (stereo unspecified)	-0.2	5.2	-7.6	-4.6	0.9	0.9	0.6	-0.2	-4.4	0.6
CCN1C/C(=C\c2cccc(C)c2)c2nc3ccccc3c(C(=O)O)c2C1	-0.3	47.8	.	1.3	1.2	1	-0.2	1.6	-7.7	-3.8
COc1cccc(C(=O)NN2CC(O)=C(c3nc4ccccc4s3)C2=N)c1	-0.1	3.9	-4.4	3.1	1	1	3.3	-0.1	-57.7	-4.7
CCCCCCCn1ccc(O)c(CC(=O)OC)c1=O	-0.2	-7.7	-8.0	3.4	1.1	1.1	-0.5	-0.8	-10.3	-4.4
COc1cccc(NC(=O)NCc2cccn2C)c1	-0.4	0.2	1.2	4.9	0.9	1	3.2	2.7	-11.0	-3.9
CC1=C(C(=O)N2CCOCC2)C(c2ccc(O)cc2)NC(=S)N1 (stereo unspecified)	0.2	-5.2	4.4	-3.4	1.2	1	-0.7	-0.1	-9.8	-7.0
CCC(O)(CC)C(=O)N=Nc1c(O)[nH]c2ccccc12	-0.3	-2.4	-3.5	-8.0	1	1	-0.5	-1.0	-4.6	0.0
O=C1/C(=C/c2ccc(N3CCOCC3)o2)SC(=Nc2ccccc2)N1CCc1c[nH]c2ccccc12	0.0	99.9*	.	3.6	0.8	0.8	4.5	-2.6	18.0	16.9
Cc1cc(C)cc(NCC(=O)Nc2c(C)cccc2C)c1	0.0	-7.2	-6.8	-1.1	0.9	0.9	1.2	9.8	-6.0	0.0
COc1cccc(CN2CCN(c3nc4nonc4nc3NC3CC3)CC2)c1	0.0	-5.4	-4.3	-13.4	0.9	0.9	1.3	-0.7	-7.3	-3.1
CC1CCN(S(=O)(=O)c2cccc(-c3nnc(-c4cccnc4)o3)c2)CC1	-0.2	7.9	-7.8	-7.7	1	0.9	2.1	0.3	-9.1	-3.2
COc1ccc(CC(=O)Nc2ccccc2C(=O)N2CCOCC2)cc1	-0.1	-2.3	0.6	-6.7	0.9	0.9	0.5	-0.6	-14.6	1.5
COc1ccc(OC)c(NC(=O)N2CCCC(C(=O)c3ccccc3OC)C2)c1 (stereo unspecified)	0.2	14.4	-15.8	0.5	0.7	0.9	3.0	-1.4	-6.0	-4.5
CC(C)OC(=O)c1c(NC(=O)CCn2nnc3ccccc32)sc2c1CCCC2	-0.3	28.0	-18.5	-3.0	0.9	0.9	9.5*	-0.8	4.1	2.8
COc1ccc(OC)c(N/C=C2/CCCCC2=O)c1	0.0	1.9	9.9	1.1	0.9	0.6	0.2	-0.2	-16.1	-6.8

Next section
SMILES	Hsp70 act	L major viab	S1P3 antag	Efa HMGR inh	PMI act satM6P	PMI act	RAM inhibit	Redox H2O2 prof	TNAP inh noacc	TNAP inh hiacc
CN=C(Nc1cc(C)nn1CCC#N)c1ccccc1F	0.0	1.1	-8.4	-0.4	0.9	0.9	2.3	2.3	-9.0	-3.8
CCOC(=O)N1CCN(C(=O)Nc2ccc3oc(C)nc3c2)CC1	-0.2	-8.7	-65.6	-1.6	1	0.9	2.0	2.2	-3.7	3.0
Cc1cc(C)cc(NC(=O)N2CCC(C(=O)c3ccc(F)cc3)CC2)c1	-0.4	14.8	15.8	0.2	0.9	0.9	1.2	-0.6	-4.6	-0.2
CC12COC3(C(=O)Nc4cccnc4)CC1CCC32C (stereo unspecified)	-0.2	-0.6	.	-1.9	1	1	0.2	0.5	-10.2	-4.6
NC(=O)Cn1c(S(=O)(=O)Cc2ccccc2)nc2ccccc21	-0.1	-4.7	-5.3	.	.	.	.	0.1	.	.
O=C1C2C3C=CC(C3)C2C(=O)N1CNc1ccccn1 (stereo unspecified)	-0.1	-1.5	.	-1.1	1	1	1.4	-3.3	-11.8	-7.6
COc1cc(OC)nc(Oc2ccc(NC(C)=O)cc2)n1	-0.4	-7.5	-8.1	-0.4	1.1	1	0.0	-1.9	-11.7	-0.4
O=C(CCCn1c(=O)[nH]c2cc(Cl)ccc2c1=O)N1CCN(c2ccc([N+](=O)[O-])cc2)CC1	0.0	-7.9	.	7.8	1	0.9	5.5	2.3	-7.1	-4.2
COc1ccc(C2=CC(=O)CC(c3ccc(OC)cc3)C2)cc1 (stereo unspecified)	0.2	6.0	1.0	-1.7	0.9	0.9	4.5	-0.7	-10.9	-7.7
Cn1c(SCC(=O)Nc2sccc2C#N)nnc1-c1ccccc1	0.2	-4.7	.	1.1	1.1	1	3.8	0.2	-9.7	1.4
C#CCOCCOCCOCCNc1nc(N2CCN(C(=O)C(Cc3ccc(O)cc3)n3cc(C(N)CC(C)C)nn3)CC2)nc(N2CCN(C(=O)C(Cc3cc4ccccc4[nH]3)n3cc(C(N)Cc4ccc(O)cc4)nn3)CC2)n1 (stereo unspecified)	-0.1	-3.7	-18.8	0.1	1.2	1.2	0.4	-0.6	-83.4	-12.3
CCOCCCNC(=O)Cn1nc(-c2ccccc2)ccc1=O	-0.2	-2.6	-21.8	-2.0	0.9	0.9	-0.7	0.2	-8.3	-4.9
NC1=NC(=O)C(CC(=O)Nc2ccc3c(c2)OCO3)S1 (stereo unspecified)	-0.2	-4.4	5.3	-2.3	1	1.1	1.0	0.4	-8.4	-2.1
CCN(CC)C(=O)c1cc(C(C)(C)C)c(O)c(C(C)(C)C)c1	-0.4	21.7	4.5	-5.6	1	1	0.9	0.2	-1.3	-5.9
CCC(C#CCN1CCOCC1)(CC)OCCC#N	-0.3	-0.7	6.7	2.1	0.9	0.9	0.8	0.2	-7.1	-0.5
CCn1ccnc1CNCc1ccc(OCC(O)CN(C)Cc2ccccc2)cc1 (stereo unspecified)	-0.1	31.7	-9.0	-0.5	1.1	1	1.6	-0.8	-4.9	-0.2
CC(Oc1ccc(Cl)cc1Cl)C(=O)Nc1ccc(O)cc1 (stereo unspecified)	0.6	0.4	-8.5	-8.7	0.9	1	1.8	-1.0	0.1	0.0
COCCN1C(=O)N(c2cccc(C)c2)C(=O)C1CC(=O)Nc1ccc(F)cc1 (stereo unspecified)	-0.2	6.9	13.1	0.6	0.9	0.9	-0.5	0.8	-8.4	-5.6
O=C(CS(=O)(=O)c1cn(Cc2ccccc2Cl)c2ccccc12)N1CCOCC1	-0.4	4.8	.	2.4	1	1.2	4.1	1.4	-10.4	-3.8
CCOc1ccccc1NC(=O)NCc1ccccc1F	0.0	3.7	6.8	-3.9	0.9	1	0.2	-0.2	-5.7	-4.1
COCCNC(=O)C(C)OC(=O)c1nsc(Cl)c1Cl (stereo unspecified)	1.3	-5.1	7.7	-5.5	1	1	-0.9	3.0	-0.6	-0.3
NC(=O)c1ccc(NC(=O)COC(=O)c2c3c(nc4ccccc24)/C(=C\c2ccc4c(c2)OCO4)CCC3)cc1	-0.4	18.2	-7.4	-10.6	0.9	0.8	1.6	0.7	-0.7	11.1
Cc1cc(C)nc(/N=C2\NC(=O)CC(C(=O)O)N2c2ccc(C)c(C)c2)n1 (stereo unspecified)	-0.3	-2.6	-9.4	-1.6	1	1	6.0	-1.1	-12.0	-7.7
COCCN1C(=O)c2cc(C(=O)Nc3ccc(C)c(F)c3)ccc2C1Nc1ccc(C)c(F)c1 (stereo unspecified)	0.0	10.7	-10.9	-0.1	1	1.2	3.5	1.0	-1.5	-6.3
CCN(C(=O)COC(=O)CNC(=O)c1ccc(F)cc1)C1CCS(=O)(=O)C1 (stereo unspecified)	0.0	-7.7	-14.7	-0.2	0.9	0.9	-0.9	-1.4	-13.8	-3.5

(listing goes on)
SMILES	Hsp70 act	L major viab	S1P3 antag	Efa HMGR inh	PMI act satM6P	PMI act	RAM inhibit	Redox H2O2 prof	TNAP inh noacc	TNAP inh hiacc
Fc1ccccc1Cc1noc(CN(Cc2ccccn2)CC2CCCO2)n1 (stereo unspecified)	0.4	-5.1	5.6	-2.2	1	1	-0.6	0.9	-8.0	-4.2
c1ccc(CCCc2nc(-c3ccccn3)no2)cc1	0.1	-3.6	-1.6	-7.9	1	0.9	0.3	1.8	-8.6	-3.1
CCn1cc(/C=C/C(=O)Nc2ccn(Cc3c(F)c(F)cc(F)c3F)n2)cn1	-0.4	7.3	-3.3	-5.2	1	1	2.4	-0.3	-4.2	1.7
Cc1nnc(C)n1N1C(=O)c2cccc3cccc(c23)C1=O	-0.3	7.0	8.0	-2.8	0.9	0.9	-1.4	1.4	-2.9	-0.5
Cc1c(C(=S)Nc2ccccc2)cnn1-c1ccccc1	0.0	22.2	.	-1.8	0.9	0.9	1.1	-3.8	-10.9	-4.5
O=C(NC(=S)NC1CCSC1=O)c1cccs1 (stereo unspecified)	0.2	-7.5	-9.8	-2.1	1.1	1.1	1.3	-0.1	-11.2	18.6
COCCn1c(-c2ccccc2)nc2oc3cc(OC)ccc3c(=O)c2c1=O	-0.1	22.2	.	-7.6	1	0.9	-0.7	0.3	-7.8	-2.1
O=C1Cc2ccccc2Sc2ccc(O)cc21	-0.2	-2.2	2.3	-3.3	0.8	0.9	0.7	0.0	0.8	0.7
